PREPL inhibitor – PREPL enzyme inhibitors, primary screen, biochemical, fluorescence polarization; Prolyl endopeptidase-like (Homo sapiens), Q4J6C6; recombinant PREPL, fluorescence polarization activity-based probe; inhibition, % at 5.96 µM; hit rate 0.68% among 320,000; AID 2751, 2010; in the data active means inhibition above about 43%;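 further: 0% = enzyme with DMSO and 100% = wells lacking enzyme; many of its hits are not listed in these tables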
GSTO1 counter – inhibitors of recombinant GSTO1, primary screen, counter-screen for RBBP9 inhibitor project, biochemical, fluorescence polarization. activity-based probe fluorescence polarization. inhibition, % at 5.96 µM. hit rate 1.1% among 300,000. AID 1974, 2009;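 active means inhibition above the campaign mean inhibition plus 3 SD, cut at about 35% in these data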;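 further: 0% = GSTO1-1 with DMSO and 100% = wells lacking GSTO1-1 enzyme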
PAFAH1B3 FP inh – PAFAH1B3 enzyme inhibitors, primary screen, biochemical, fluorescence polarization, human; inhibition, % at 3.39 µM; AID 492972, 2010; hit rate 0.28% among 340,000; recombinant PAFAH1B3, FP-rhodamine probe;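 active means inhibition above the screen-wide average of all tested compounds plus 3 SD, cut at about 25% in these data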;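 further: 0% = enzyme with DMSO only and 100% = wells lacking PAFAH1B3 protein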
Target sequence (Q15102 whole entry, looked up): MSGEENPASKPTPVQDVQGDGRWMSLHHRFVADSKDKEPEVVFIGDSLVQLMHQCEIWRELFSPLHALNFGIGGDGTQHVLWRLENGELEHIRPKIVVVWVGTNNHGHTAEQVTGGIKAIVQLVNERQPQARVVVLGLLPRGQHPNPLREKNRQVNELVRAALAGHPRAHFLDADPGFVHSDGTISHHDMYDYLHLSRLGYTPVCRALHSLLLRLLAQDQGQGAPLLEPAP
pPAFAH FP inh – pPAFAH enzyme inhibitors, primary screen, biochemical, fluorescence polarization, human | Platelet-activating factor acetylhydrolase (Homo sapiens), Q13093 | recombinant pPAFAH, FP-rhodamine probe fluorescence polarization | inhibition, % at 3.39 µM | hit rate 1.5% among 330,000;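 active means inhibition above the mean inhibition across the screen plus 3 SD, cut at about 25% in these data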;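 further: inhibitors block binding of the rhodamine activity-based probe so polarization drops; 0% = enzyme with DMSO and 100% = wells lacking pPAFAH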
Target sequence (Q13093 whole entry, looked up): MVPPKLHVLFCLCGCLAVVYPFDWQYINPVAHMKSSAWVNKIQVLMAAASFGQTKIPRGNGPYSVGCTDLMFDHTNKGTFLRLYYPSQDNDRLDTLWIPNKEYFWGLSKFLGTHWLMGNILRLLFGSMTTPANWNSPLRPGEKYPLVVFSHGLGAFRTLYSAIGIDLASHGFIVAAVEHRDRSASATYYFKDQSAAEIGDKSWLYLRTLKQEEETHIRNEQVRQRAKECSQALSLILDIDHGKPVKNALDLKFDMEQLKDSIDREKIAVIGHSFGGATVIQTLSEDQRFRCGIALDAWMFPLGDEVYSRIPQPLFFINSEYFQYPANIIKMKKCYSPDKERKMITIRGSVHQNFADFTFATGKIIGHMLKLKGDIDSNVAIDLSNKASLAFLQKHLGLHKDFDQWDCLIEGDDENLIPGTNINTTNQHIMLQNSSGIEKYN
PAFAH2 FP inh – PAFAH2 enzyme inhibitors, primary screen, biochemical, fluorescence polarization, human | Platelet-activating factor acetylhydrolase 2, cytoplasmic (Homo sapiens), Q99487 | recombinant PAFAH2, FP-rhodamine activity probe | AID 492956, 2010 | hit rate 0.99% among 340,000 | inhibition, % at 3.39 µM;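 active means inhibition above the mean over all tested compounds plus 3 SD, cut at about 30% in these data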;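 further: inhibitors block probe labeling of enzyme so polarization drops; 0% = enzyme with DMSO and 100% = wells lacking PAFAH2 protein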
PAFAH1B2 inh – PAFAH1B2 enzyme inhibitors, primary screen, biochemical, fluorescence polarization, human; recombinant PAFAH1B2, FP-rhodamine activity probe; inhibition, % at 3.39 µM; hit rate 1.2% among 340,000; AID 492953, 2010;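 active means inhibition above the mean of all tested compounds plus 3 SD, cut at about 24% in these data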;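 further: 0% = enzyme with DMSO and 100% = wells lacking PAFAH1B2; many of its hits are not listed in these tables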
Target sequence (P68402 whole entry, looked up): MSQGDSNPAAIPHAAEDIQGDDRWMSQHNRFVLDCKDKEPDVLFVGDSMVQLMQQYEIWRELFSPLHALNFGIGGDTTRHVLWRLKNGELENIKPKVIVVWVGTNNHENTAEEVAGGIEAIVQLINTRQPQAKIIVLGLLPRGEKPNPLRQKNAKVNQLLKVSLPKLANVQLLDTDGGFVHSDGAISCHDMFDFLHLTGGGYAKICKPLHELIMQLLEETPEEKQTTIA
LYPLA1 inh – LYPLA1 inhibitors, primary screen, counter-screen for PME1 inhibitor project, biochemical, fluorescence polarization, FP-Rh probe ABPP. Acyl-protein thioesterase 1 (Homo sapiens), O75608. recombinant LYPLA1. inhibition, % at 5.9 µM. hit rate 0.16% among 320,000. AID 2174, 2009;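 active means inhibition above the mean of all tested compounds plus 3 SD, set per campaign, cut at about 14% in these data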;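 further: inhibitors block serine hydrolase probe labeling of LYPLA1 so polarization falls; 0% = enzyme with DMSO and 100% = wells lacking LYPLA1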
LYPLA2 counter – LYPLA2 inhibitors, primary screen, counter-screen for PME1 inhibitor project, biochemical, fluorescence polarization, FP-Rh probe ABPP; recombinant LYPLA2; hit rate 0.38% among 320,000; AID 2177, 2009; inhibition, % at 5.9 µM;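 active means inhibition above the screen-wide mean plus 3 SD, limit set per campaign, cut at about 26% in these data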;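 further: 0% = LYPLA2 with DMSO and 100% = wells lacking LYPLA2 enzyme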
PAD4 inh – human PAD4 inhibitors, primary screen, biochemical, fluorescence polarization, 1536-well format | Protein-arginine deiminase type-4 (Homo sapiens), Q9UM07 | hit rate 0.41% among 330,000 | recombinant PAD4, RCA probe fluorescence polarization | inhibition, % at 6.36 µM;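 active means percent inhibition above a cutoff equal to the mean of all tested compounds plus 3 SD, cut at about 15% in these data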;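 further: 0% = PAD4 with RCA probe and DMSO and 100% = probe without PAD4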
* = called active by the depositor; . = no result given. A portion of the library, so the mix of outcomes need not match the whole.

1	O=C(NCC1CCCO1)c1ccc2c(c1)C(=O)N(C1CCCCC1)C2=O (centres undefined)
2	CC(Sc1nnc2ccccn12)C(N)=O (centres undefined)
3	C=C1C[C@H]2[C@@H]3C=C(C)C4=CC(=O)CC[C@]4(C)[C@H]3CC[C@]2(C)[C@@]1(OC(C)=O)C(C)=O
4	Cn1cccc1C(C#N)c1ccccc1C#N (centres undefined)
5	Cn1c(/C(C#N)=C/c2ccncc2)nc2ccccc21
6	Cc1ccccc1NC(=O)CSC(=O)c1ccccc1

assay / entry	1	2	3	4	5	6
PREPL inhibitor	1	2	4	14	5	13
GSTO1 counter	5	2	-3	2	-2	.
PAFAH1B3 FP inh	2	2	1	4	-3	8
pPAFAH FP inh	4	0	4	6	6	1
PAFAH2 FP inh	0	0	-1	5	0	-8
PAFAH1B2 inh	2	4	-6	4	-1	1
LYPLA1 inh	5	-3	-1	2	2	.
LYPLA2 counter	12	2	3	1	0	.
PAD4 inh	-2	0	3	-3	-8	10

7	Clc1ccc(-c2csc(N3CCCCCC3)n2)cc1
8	COC(=O)c1ccc(C(=O)NC(=S)Nc2nc3c(s2)CCCC3)cc1
9	Cn1nc(-c2ccccc2)c(C(=O)Nc2ccc(Cl)cc2)c1Cl
10	CCC(=O)N(c1ccc(C(=O)O)cc1)c1nc(-c2ccc(OC)cc2)c(C)s1
11	O=[N+]([O-])c1ccc(-c2c(-c3ccccc3)ncc3cc(F)ccc23)cc1
12	CCN(CC)C(=O)c1ccc(COc2ccc(Cl)c(C)c2)o1

assay / entry	7	8	9	10	11	12
PREPL inhibitor	-3	-2	-3	-1	14	36
GSTO1 counter	5	-7	23	5	.	4
PAFAH1B3 FP inh	1	5	3	1	6	7
pPAFAH FP inh	-3	1	-1	6	11	6
PAFAH2 FP inh	1	-2	-5	1	2	-1
PAFAH1B2 inh	2	-8	4	6	-2	6
LYPLA1 inh	-1	-8	-1	1	-1	-1
LYPLA2 counter	2	-5	-6	-2	-5	7
PAD4 inh	1	3	1	-4	0	0

13	CCOC(=O)c1c(C)nc(-c2ccccc2)nc1NC(=O)C(C)C
14	CCCCC(C(=O)O)C(C)CC(=O)Nc1nccs1 (centres undefined)
15	C[C@@H]1CCC2[C@](C)(CO)[C@@H](O)CC[C@]2(C)[C@@]12CCC(CO)(CCO)O2 (some centres undefined)
16	O=C(Cc1ccccc1)NNC(=S)Nc1ccc(Cl)cc1
17	CC(C)(Oc1ccc(-c2ccco2)cc1)C(=O)O
18	O=C(NNC(=O)c1ccc(Cl)nc1)c1ccc(Br)cc1

assay / entry	13	14	15	16	17	18
PREPL inhibitor	-6	7	13	17	-11	7
GSTO1 counter	-1	6	7	-5	4	.
PAFAH1B3 FP inh	-2	1	1	-6	.	6
pPAFAH FP inh	3	-1	5	6	2	3
PAFAH2 FP inh	1	-4	-11	6	.	4
PAFAH1B2 inh	3	-2	3	18	.	5
LYPLA1 inh	-1	2	2	0	1	.
LYPLA2 counter	9	1	5	-2	5	.
PAD4 inh	-3	-8	4	4	-1	1

19	COCCCn1c(-c2ccccc2)nc2ccccc2c1=O
20	CCOc1ccc(Cc2c(C)[nH]c3ccc(C(=O)O)cc3c2=S)cc1
21	CC1CCN(C(=O)c2ccc(S(=O)(=O)N3CCCCCC3)cc2)CC1
22	O=C(Cc1ccc(Br)cc1)N(Cc1ccccc1)c1ccccn1
23	COc1ccc2oc(C(=O)OCC(=O)NC3CCCCC3)c(C)c2c1
24	Cc1ccnc(N(C(=O)c2cccs2)C(=O)c2cccs2)c1

assay / entry	19	20	21	22	23	24
PREPL inhibitor	-7	1	5	20	17	7
GSTO1 counter	16	0	.	14	8	-1
PAFAH1B3 FP inh	9	4	1	3	-5	2
pPAFAH FP inh	-2	10	5	5	14	-2
PAFAH2 FP inh	2	1	3	5	64*	2
PAFAH1B2 inh	0	-4	1	10	2	6
LYPLA1 inh	0	2	.	2	1	2
LYPLA2 counter	-4	-8	.	4	8	2
PAD4 inh	0	4	2	-4	-5	4

25	CCCCOC(=O)c1cc(=O)[nH]c2ccccc12
26	Cc1ccc(O)c(C(=O)CC(=O)c2ccc(C(C)(C)C)cc2)c1
27	O=C(Nc1ccc(Nc2ccccc2)cc1)N1CCOCC1
28	O=C1CC2c3ccccc3C1C1C(=O)N(CCc3ccccc3)C(=O)C21 (centres undefined)
29	CCOC(=O)NN1C(=O)c2ccccc2NC1c1cccc(O)c1 (centres undefined)
30	Cc1ccc([N+](=O)[O-])cc1NC1CC(O)C(CO)O1 (centres undefined)

assay / entry	25	26	27	28	29	30
PREPL inhibitor	8	-6	22	-12	3	8
GSTO1 counter	6	-2	2	4	0	-1
PAFAH1B3 FP inh	4	14	-2	-2	2	-1
pPAFAH FP inh	0	4	5	1	0	2
PAFAH2 FP inh	-3	-1	0	4	-2	-3
PAFAH1B2 inh	1	3	-10	7	-1	-3
LYPLA1 inh	-1	-3	4	2	-2	-2
LYPLA2 counter	7	-4	1	0	-6	5
PAD4 inh	1	-2	-6	-3	7	2

31	CCCc1cc(=O)oc2cc(C)cc(OCC(=O)NCc3ccccn3)c12
32	O=C(CCNC(=O)c1ccc([N+](=O)[O-])cc1)NCc1ccco1
33	COc1ccc(OC)c2sc(NC(=O)CCS(=O)(=O)c3ccccc3)nc12
34	CCOC(=O)c1c(NC(=O)CN2CCOCC2)sc2c1CC(C)(C)OC2
35	CCOC(=O)c1cn(CC)c2cc3c(cc2c1=O)OCO3
36	CCN(c1cccc(C)c1)S(=O)(=O)c1cnc[nH]1

assay / entry	31	32	33	34	35	36
PREPL inhibitor	-1	9	4	-1	11	2
GSTO1 counter	1	.	12	-4	7	7
PAFAH1B3 FP inh	8	5	2	5	8	13
pPAFAH FP inh	5	3	1	5	2	4
PAFAH2 FP inh	4	3	3	4	-1	3
PAFAH1B2 inh	1	-7	0	6	-1	3
LYPLA1 inh	2	-1	-1	-3	4	1
LYPLA2 counter	6	-6	0	2	2	3
PAD4 inh	1	-3	0	-2	2	-3

37	CC(C)n1cc(/C=C2/NC(=O)NC2=O)c2ccccc21
38	COc1ccc(CCN(C)CC(=O)Nc2cc(C)nc3ccccc23)cc1OC
39	C=CCn1c(SCc2cc(=O)n3ccsc3n2)nc2scc(C3CC3)c2c1=O
40	Cc1ccc(CC2CC(=O)N(c3ccncc3)C2=O)cc1 (centres undefined)
41	OCC#CCSc1nnc(-c2cccc3ccccc23)o1
42	COc1ccc(-c2ccc(=O)n(Cc3c(F)cccc3Cl)n2)cc1

assay / entry	37	38	39	40	41	42
PREPL inhibitor	6	8	-48	3	0	-9
GSTO1 counter	8	-5	-4	-3	.	6
PAFAH1B3 FP inh	7	.	-1	-5	11	6
pPAFAH FP inh	6	1	-11	2	3	9
PAFAH2 FP inh	3	.	0	-8	0	5
PAFAH1B2 inh	10	.	1	4	9	3
LYPLA1 inh	1	-2	-5	5	.	-1
LYPLA2 counter	3	-5	13	10	.	2
PAD4 inh	2	-9	-6	1	-1	2

43	O=C(CN1C(=O)/C(=C/c2cccc(Br)c2)SC1=S)NCCCN1CCOCC1
44	CCN(CC)c1ncnc2c1[nH]c1ccccc12
45	COc1ccc(NS(=O)(=O)c2ccc3nc(COc4ccc(Cl)c(C)c4)[nH]c3c2)cc1
46	Cc1cc(S(=O)(=O)NCC(C)C)ccc1OCC(=O)NCc1ccco1
47	O=C(c1sc2ccccc2c1Cl)N1CCN(c2ccccc2F)CC1
48	Cc1ccnc(Nc2nc3ccccc3s2)n1

assay / entry	43	44	45	46	47	48
PREPL inhibitor	15	3	-17	-2	-2	-20
GSTO1 counter	0	1	-23	-3	7	6
PAFAH1B3 FP inh	10	4	-41	8	10	0
pPAFAH FP inh	9	5	-30	1	-1	4
PAFAH2 FP inh	9	1	-57	4	-3	2
PAFAH1B2 inh	2	6	-23	0	6	6
LYPLA1 inh	-4	2	-40	-2	-6	-4
LYPLA2 counter	-6	3	-58	-2	-12	-10
PAD4 inh	-5	-4	8	2	0	-4

49	O=C(OCc1c(Cl)nc2sccn12)c1cc2c(s1)CCCC2
50	Cc1[nH]nc(-c2ccc(O)cc2O)c1-c1nc2ccccc2s1
51	Cc1ccc(-c2noc(C3CCCN(C(=O)c4ccc(Cl)cc4)C3)n2)o1 (centres undefined)
52	CC(=O)Nc1ccc(NC(=O)CSc2ccc([N+](=O)[O-])cn2)cc1
53	Cc1cc(C)nc(N2CCCC(C(=O)Nc3cc(F)ccc3C)C2)n1 (centres undefined)
54	CCOc1cc(/C=N/OC(C)=O)ccc1OCc1ccccc1
55	Cn1c(=O)cc(OCC(=O)NCCc2ccc(Cl)cc2)c2ccccc21

assay / entry	49	50	51	52	53	54	55
PREPL inhibitor	-6	7	-34	2	-3	25	3
GSTO1 counter	4	8	8	8	1	1	2
PAFAH1B3 FP inh	4	-2	1	1	7	10	-1
pPAFAH FP inh	2	-5	4	-4	3	4	-3
PAFAH2 FP inh	-11	2	0	-4	-7	-1	-1
PAFAH1B2 inh	3	0	4	-2	5	3	4
LYPLA1 inh	-1	-2	0	-4	-5	-2	-2
LYPLA2 counter	3	-8	5	-3	-3	1	1
PAD4 inh	0	1	3	-2	0	-2	-3

Compound activity (PubChem BioAssay)
